# Anesthetic bind = candidate novel general anesthetic via apoferritin binding; apoferritin/1-aminoanthracene competitive binding, fluorescence; Potency, µM (series often up to 77.5 µM), inactives show at the top dose activity change, negative = displacement, usual class: inhibitors; AID 485281; 350,000 compounds, 0.074% hits; further: potency means the concentration at half of the fitted maximal effect; on the % scale 0 is the no-effect control and ±100 the full control effect; nearly all actives have a fitted effect of over 20% in size
# Target sequence (P02791 2-175 limits assumed): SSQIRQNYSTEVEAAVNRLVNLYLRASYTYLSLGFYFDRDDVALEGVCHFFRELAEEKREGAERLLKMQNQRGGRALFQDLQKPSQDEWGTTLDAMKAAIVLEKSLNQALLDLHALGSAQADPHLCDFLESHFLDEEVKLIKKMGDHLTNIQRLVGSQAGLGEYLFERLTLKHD
#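 Apoferritin-based anesthetic binding model; compound displacement of fluorescent 1-AMA measured as endpoint fluorescence after 10 minutes at room temperature, scaled to free-ligand and complex controls.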
# Pol iota inh = blocks human DNA polymerase iota activity | 390,000 compounds, 1% hits | Potency, µM (titrated, usually from 115 µM), for inactives: at the highest dose activity, negative = inhibition, usual class: inhibitors | Pol iota fluorescent replication assay, 10 min | Q9UNA4; further: potency means the concentration at half of the fitted maximal effect
#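 Pol iota at 10 nM preincubated 15 min with compounds at room temperature; reaction started with fluorescent substrate, 50 nM final. Fluorescence read kinetically at 0 and 10 min; buffer-only wells as negative control.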
# LDHA inh = blocks human lactate dehydrogenase A | P00338 | purified LDHA, NADH/diaphorase-resazurin fluorescence; stronger effect = lower value | activity change, % (values are at about 110 or 230 µM) | 480,000 compounds, 0.15% hits; in the data active means activity change below about -30%; inconclusive means mostly about -25% to -30%;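 further: plate controls were DMSO wells for no effect and wells without enzyme for full effect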
#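 Remaining NADH was detected by diaphorase (0.133 mg/mL) converting 37 µM resazurin to fluorescent resorufin, read at 0 and 20 minutes. The preceding 5-minute room-temperature reaction used 2 nM LDHA, 0.2 mM sodium pyruvate and 0.06 mM NADH at pH 7.4.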
# Pol beta inh = blocks human DNA polymerase beta activity; AID 485314; P06746; Pol beta primer extension/strand displacement, fluorescence kinetic; 340,000 compounds, 1.3% hits; Potency, µM (highest dose often 114 µM), inactives show at the top dose activity change, negative = inhibition, usual class: inhibitors; further: potency means the concentration at half of the fitted maximal effect; on the % scale 0 is the no-effect control and ±100 the full control effect
#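 Kinetic readout of DNA synthesis with strand displacement by Pol beta. Compound and 10 nM enzyme sit 15 min at room temperature; 50 nM substrate starts the reaction, read immediately and at 10 min.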
# BLM helicase inh = inhibitors of human Bloom syndrome helicase BLM | recombinant BLM DNA unwinding, fluorescence dequenching | AID 2528 | Potency, µM (doses to about 56.1 µM), for the others: top-dose activity change, negative = inhibition, usual class: inhibitors | 350,000 compounds, 0.2% hits;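 further: potency means the concentration at half of the fitted maximal effect; plate controls were vehicle for no effect and no enzyme for full effect; nearly all actives have a fitted effect of over 35% in size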
# POLH inh = blocks human DNA polymerase eta activity | Potency, µM (titrated, usually from 114 µM), for inactives: at the highest dose activity change, negative = inhibition, hits mostly inhibitors | recombinant Pol eta, fluorescent DNA replication assay | 390,000 compounds, 1.2% hits | AID 588591; further: potency means the concentration at half of the fitted maximal effect; on the % scale 0 is the no-effect control and ±100 the full control effect
# Target sequence (Q9Y253 whole entry, looked up): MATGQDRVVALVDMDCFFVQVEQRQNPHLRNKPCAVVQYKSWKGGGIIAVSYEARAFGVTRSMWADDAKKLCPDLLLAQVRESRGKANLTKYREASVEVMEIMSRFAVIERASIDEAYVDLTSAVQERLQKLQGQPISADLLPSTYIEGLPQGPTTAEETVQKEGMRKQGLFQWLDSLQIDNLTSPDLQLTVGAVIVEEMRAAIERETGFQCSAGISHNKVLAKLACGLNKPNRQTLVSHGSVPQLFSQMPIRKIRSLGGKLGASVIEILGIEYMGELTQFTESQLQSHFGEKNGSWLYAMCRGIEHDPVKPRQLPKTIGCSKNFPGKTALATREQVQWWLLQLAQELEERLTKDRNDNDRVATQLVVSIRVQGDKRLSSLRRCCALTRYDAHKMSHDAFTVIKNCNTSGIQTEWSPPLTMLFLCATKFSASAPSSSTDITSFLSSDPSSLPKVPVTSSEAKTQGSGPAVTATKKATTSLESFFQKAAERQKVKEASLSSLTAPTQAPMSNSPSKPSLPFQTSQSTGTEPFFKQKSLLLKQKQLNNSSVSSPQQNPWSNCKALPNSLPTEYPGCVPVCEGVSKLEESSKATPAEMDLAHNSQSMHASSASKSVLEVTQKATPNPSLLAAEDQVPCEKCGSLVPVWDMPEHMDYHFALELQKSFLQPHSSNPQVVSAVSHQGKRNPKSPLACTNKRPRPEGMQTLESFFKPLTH
#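 Fluorescent replication assay: 50 nM final substrate added after a 15 min room-temperature compound preincubation with 10 nM enzyme. Signal taken at 0 min and again at 10 min.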
# POLK inh = DNA polymerase kappa (human) inhibition | Q9UBT6 | purified Pol kappa, fluorescent DNA synthesis assay, 10 min | Potency, µM (doses to about 107 µM), without a hit: at the highest dose activity, negative = inhibition, most hits filed as inhibitors | 400,000 compounds, 0.53% hits | AID 588579; further: potency means the concentration at half of the fitted maximal effect; on the % scale 0 is the no-effect control and ±100 the full control effect
#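 Fluorescent qHTS in 1536-well format: enzyme (10 nM) and compound sat 15 min at room temperature before 50 nM substrate (final) was added. Signal taken at 0 and 10 min; no-enzyme buffer wells were negative controls.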
# GRP78 ERSR act = ER stress response induction in glioma | Potency, µM, for inactives: at the top dose activation, actives largely listed as activators | 420,000 compounds, 0.02% hits | U87-MG GRP78 promoter luciferase reporter, 16 h; further: potency means the concentration at half of the fitted maximal effect; series mostly up to about 76 µM; % of control where 0% means no effect; nearly all actives have a fitted effect of over 35% in size
#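 Stably transfected U87-MG human glioma cells carrying a GRP78-based luminescent sensor were seeded at 1000 cells/well, pin-dosed with compounds and incubated 16 h. Luciferase reagent was then added, and end-point luminescence was read after 10 min at room temperature.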
# APEX1 inh = blocks human APE1 abasic DNA cleavage; P27695; recombinant APE1, TAMRA/BHQ-2 abasic DNA cleavage fluorescence; Potency, µM (doses to about 65.8 µM), inactives show top-dose activity change, negative = inhibition, hits mostly inhibitors; 350,000 compounds, 0.35% hits; AID 2517;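 further: potency means the concentration at half of the fitted maximal effect; plate controls were vehicle for no effect and reference inhibitor for full effect; nearly all actives have a fitted effect of over 55% in size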
#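 Readout is kinetic fluorescence (ex 525, em 598 nm) from cleavage of 50 nM TAMRA/BHQ-2 THF abasic duplex by 0.75 nM APE1, compound added 15 min beforehand at RT.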
# * marks the source's active call; other numbers are inactive results; ? = inconclusive; . = no result given; & = joins results of further samples; [ ] = remark or other dose. Unless noted, the call rests on the fitted dose curve; in most records, active means well fitted curve in the direction sought with a large enough effect; inconclusive means small, poorly fitted or top-dose-only effect, or another doubt; inactive means no such curve, though single readings can be large; an effect the other way counts as inactive or inconclusive. The list is partial, so the mix of outcomes need not match the whole.
compound | Anesthetic bind | Pol iota inh | LDHA inh | Pol beta inh | BLM helicase inh | POLH inh | POLK inh | GRP78 ERSR act | APEX1 inh
Cc1cc2ccccc2n2c(SCC(=O)N3CCc4ccccc4C3)nnc12 | -7% | 25% | 1 | 15% | -21% | ? | -12% | -4% | -3%
Cc1ccccc1C(=O)c1c[nH]c(C(=O)NCC2CCCO2)c1 (configuration not stated) | 6% | 21% | -7 | 0% | -1% | -12% | -13% | 0% | -2%
O=C(C1=COCCO1)N1CCN(C(c2ccccc2)c2ccccc2)CC1 | -15% | -12% | 3 | 17% | 1% | -8% | -23% | 4% | 14%
CC(=O)OC1CC(n2ccc(NC(=O)c3ccccc3)nc2=O)OC1CO (configuration not stated) | -11% | 1% | -6 | 0% | -2% | -9% | 4% | 5% | -1%
CCOc1cc(C=O)ccc1OCCSc1ccc(Cl)cc1 | ? | 3% | -2 | -1% | -14% | -9% | -1% | -4% | -7%
CCOC(=O)c1c(C)[nH]c(C)c1S(=O)(=O)N(C)CC(=O)Nc1ccccc1OC | -1% | 5% | -3 | 29% | -2% | -2% | -1% | 1% | ?
Cc1c2cnn(CC(=O)NCC(C)c3ccccc3)c(=O)c2c(C)n1Cc1cccc(Cl)c1 (configuration not stated) | 1% | 15% | -3 | 6% | -1% | -9% | -4% | 0% | .
O=C(O)c1cnn2cc(-c3[nH]ncc3[N+](=O)[O-])cnc12 | -2% | 16% | -3 | 1% | 2% | -11% | 4% | -5% | 6%
Fc1ccc(C2c3cccn3CCN2C(=S)Nc2cccc(F)c2)cc1 (configuration not stated) | -8% | 141%[activator] | -3 | -16% | -16% | -25% | -8% | -5% | -6%
Cc1ccc(-c2nc(-c3cc4cccc(OCc5ccc(F)cc5)c4oc3=O)no2)cc1 | 4% | 11% | -1 | ? | -13% | -17% | -1% | -1% | .
O=C(Cc1c[nH]c2ccccc12)NCc1ccc2c(c1)OCO2 | -21% | 15% | -4 | -15% | -8% | -4% | 2% | -2% | 14%
O=C(c1cc2ccccc2c(=O)o1)N1CCCC1 | -4% | . | . | 21% | -2% | . | . | . | -4%
Cc1cc(C)nc(-n2nc(C)c3c(C(F)F)cc(C)nc32)n1 | -8% | -12% | -1 | 3% | -3% | -14% | -5% | -1% | -2%
CCOC(=O)Cc1csc(NC(=O)C2CCCN(S(=O)(=O)c3cnc[nH]3)C2)n1 (configuration not stated) | -4% | 19% | -3 | 22% | 1% | -10% | 5% | -3% | -5%
Cn1c(CNC(=O)CCNC(=O)c2ccc(F)c(F)c2)cc(=O)n(C)c1=O | 8% | -2% | -10 | 27% | 2% | -3% | -2% | -5% | 1%
CCC(=O)N1c2ccccc2NC2=C(C(=O)CC(C)(C)C2)C1c1ccc(O)c(OC)c1 (configuration not stated) | 3% | ? | -2 | 31% | 4% | -5% | 7% | -3% | -1%
CCOc1ccc(NC(=O)CN2CCC(n3cnc4cc(F)ccc43)CC2)cc1 | -24% | 4% | 2 | -3% | 2% | -23% | -1% | 0% | 2%
CCCCC(=O)N/C(N)=N/c1nc2ccccc2o1 | 7% | -22% | -1 | -1% | -3% | -11% | 2% | -5% | 3%
CCOC(=O)CSc1nc(-c2ccc3c(c2)OCO3)ccc1C#N | 3% | 7% | -3 | 27% | 0% | -18% | -3% | 0% | -5%
COc1ccc(CNCCSc2nnnn2C)cc1OC | 3% | 28% | 0 | 22% | 1% | -17% | -10% | -6% | 20%
COc1ccc(-c2nc3c4ccccc4n(CC(=O)Nc4cc(F)ccc4F)c(=O)n3n2)cc1 | -9% | -9% | 0 | 1% | -4% | 2% | -5%[60.1 µM] | -1% | .
COc1ccccc1CC(=O)NCC1CCCO1 (configuration not stated) | -14% | 1% | -2 | -6% | -1% | 10% | -2% | -5% | 2%
Cc1cccc(C(=O)n2nc(-c3ccco3)nc2NCc2ccccc2)c1 | -20% | 24% | 4 | -27% | -1% | -18% | -32% | -2% | .
Cc1ccc(S(=O)(=O)N2CCN=C2SCc2ccc(Cl)c(Cl)c2)cc1 | -7% | 8% | -2 | 47% | -5% | -7% | -7% | -4% | 5%
Cc1cc(N2CCN(C)CC2)nc2ccc(NC(=O)c3ccccc3F)cc12 | -14%&-13% | 46%&20%[activator] | -1&-5 | -3%&-1% | -6%&0% | -23%&-20% | -1%&-3% | 6%&-1% | 4%
Cc1ccnc(NS(=O)(=O)c2ccc(NC(=O)C3CC3)cc2)n1 | 1% | 36%[activator] | -6 | ? | -4% | -21% | -3% | -5% | -1%
COc1cc(/C=C(\C#N)C(=O)Nc2ccccc2)ccc1OCCN1CCOCC1 | -21% | 32%[activator] | -5 | 37% | -4% | 1% | -1% | -1% | 12%
Cc1ccc(N2CC(c3nnc(Cc4ccc(Cl)cc4)o3)CC2=O)cc1 (configuration not stated) | -16% | 15% | -6 | 12% | -1% | -17% | 0% | -4% | .
CCOC(=O)CN1C(=O)S/C(=C/c2cc(C)n(C)c2C)C1=O | . | 12% | -5 | . | . | -19% | -1% | 5% | .
CC(=O)Nc1ccc(S(=O)(=O)N2CCCCC2C(=O)O)cc1 (configuration not stated) | -5% | -8% | -13 | 2% | 0% | -2% | 0% | -1% | 7%
Cc1nn(-c2ccccn2)c2c1C(=O)C(Br)CC2 (configuration not stated) | -4% | 133%[activator] | 29 | 10% | -8% | 7% | -3% | 0% | 12%
N[C@@H](Cc1ccccc1)c1nnc(SCc2ccccc2F)o1 | -12% | ? | -5 | 21% | -3% | -8% | -2% | 3% | 0%
Nn1c(SCC(=O)N2CCc3ccccc3C2)nnc1-c1cccs1 | ? | -1% | -7 | 31% | -2% | -13% | -13% | 5% | -2%
COc1cc2cnc(-c3ccccc3)c(-c3cc(OC)c(OC)c(OC)c3)c2cc1OC | . | 21% | 8 | . | . | -9% | 6% | -2% | 38%
Cc1nnc2c3ccccc3nc(N3CCN(c4ccccc4)CC3)n12 | -10% | 24% | 0 | 12% | 0% | -14% | 14% | -5% | .
COc1cc(O)c(C(CC(=O)N2CCCC(C)C2)c2ccc3c(c2)OCO3)c(OC)c1 (configuration not stated) | -20%&1% | 22%&11% | 1 | -1% | -5%&-3% | -10% | 6%&10% | -2%&-1% | -7%&-5%
FCCCOc1ccc(/C=N/OCc2ccc(Cl)cc2Cl)cc1 | -2% | 12% | -5 | 21% | -7% | -8% | -13% | -8% | -1%
CCOC(=O)c1c(NC(=O)CC2Sc3ccc(C(F)(F)F)cc3NC2=O)sc(C)c1C (configuration not stated) | 2% | -8% | 0&-4 | 23% | -1% | -13% | -11% | -4% | 2%
CCOC(=O)C1CCCN(c2c(Nc3ccc(C)c(C)c3)c(=O)c2=O)C1 (configuration not stated) | -9% | 13% | -7 | 4% | 1% | -21% | -4% | -4% | -2%
O=c1[nH]cn[nH]1 | -1% | -7% | -7 | -21% | -4% | -8% | 6% | 3% | 1%

# In the list so far, five have a Cl atom:
compound | Anesthetic bind | Pol iota inh | LDHA inh | Pol beta inh | BLM helicase inh | POLH inh | POLK inh | GRP78 ERSR act | APEX1 inh
CCOc1cc(C=O)ccc1OCCSc1ccc(Cl)cc1 | ? | 3% | -2 | -1% | -14% | -9% | -1% | -4% | -7%
Cc1c2cnn(CC(=O)NCC(C)c3ccccc3)c(=O)c2c(C)n1Cc1cccc(Cl)c1 (configuration not stated) | 1% | 15% | -3 | 6% | -1% | -9% | -4% | 0% | .
Cc1ccc(S(=O)(=O)N2CCN=C2SCc2ccc(Cl)c(Cl)c2)cc1 | -7% | 8% | -2 | 47% | -5% | -7% | -7% | -4% | 5%
Cc1ccc(N2CC(c3nnc(Cc4ccc(Cl)cc4)o3)CC2=O)cc1 (configuration not stated) | -16% | 15% | -6 | 12% | -1% | -17% | 0% | -4% | .
FCCCOc1ccc(/C=N/OCc2ccc(Cl)cc2Cl)cc1 | -2% | 12% | -5 | 21% | -7% | -8% | -13% | -8% | -1%

# (cont.)
compound | Anesthetic bind | Pol iota inh | LDHA inh | Pol beta inh | BLM helicase inh | POLH inh | POLK inh | GRP78 ERSR act | APEX1 inh
CC(=O)N1CCN(Cc2nc3cc(NC(=O)c4ccccc4C)ccc3n2C)CC1 | -8% | -5% | 3 | 38% | -6% | -12% | 2% | 6% | 1%
Cc1cccc(C(=O)Nc2nnc(Cc3ccccc3)s2)c1 | -15% | 46%[activator] | -1 | 19% | -2% | -17% | 2% | 3% | 9%
CC(NS(=O)(=O)c1ccc(Br)cc1)C(=O)NCC1CCCO1 (configuration not stated) | -3% | -13% | -3 | 0% | 1% | -12% | 9% | -2% | 38%[12.4 µM]
CCCn1cc(S(=O)(=O)c2ccc(C)cc2)c(=O)c2cc(OC)ccc21 | ? | 17% | -4 | 32% | 2% | 9% | -15% | -2% | 74%[activator]
Cc1cccc(C(=O)Nc2ccccc2C(=O)OCc2c(C)noc2C)c1 | -9% | 21% | -3 | 17% | -11% | -2% | 7% | -2% | -10%
Cc1nnsc1-c1c(C(=O)O)c(C)nn1-c1ccc(OC(F)(F)F)cc1 | 23% | 54%[activator] | 2 | 7% | -3% | -16% | 5% | 7% | -2%
C/C(N)=C(/C#N)C(=O)COC(=O)c1ccc(OCC2CCCO2)cc1 (configuration not stated) | -1% | ? | -1 | 11% | -5% | -3% | -8% | 0% | 14%
